ABHD5-PLIN5 inh – ABHD5-PLIN5 interaction inhibitors, primary screen, cell lysate, split luciferase complementation, luminescence. inhibition, % at 4 µM. Perilipin-5 (Homo sapiens) + 1-acylglycerol-3-phosphate O-acyltransferase ABHD5 (Homo …. Split G. princeps luciferase complementation, 4 h. 0.78% of 360,000 active;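 active means inhibition above the mean inhibition across every tested compound plus 3 SD, cut at about 22% in these data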;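 further: 0% = DMSO only wells and the 100% control is not disclosed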
Target sequence (Q00G26 whole entry, looked up): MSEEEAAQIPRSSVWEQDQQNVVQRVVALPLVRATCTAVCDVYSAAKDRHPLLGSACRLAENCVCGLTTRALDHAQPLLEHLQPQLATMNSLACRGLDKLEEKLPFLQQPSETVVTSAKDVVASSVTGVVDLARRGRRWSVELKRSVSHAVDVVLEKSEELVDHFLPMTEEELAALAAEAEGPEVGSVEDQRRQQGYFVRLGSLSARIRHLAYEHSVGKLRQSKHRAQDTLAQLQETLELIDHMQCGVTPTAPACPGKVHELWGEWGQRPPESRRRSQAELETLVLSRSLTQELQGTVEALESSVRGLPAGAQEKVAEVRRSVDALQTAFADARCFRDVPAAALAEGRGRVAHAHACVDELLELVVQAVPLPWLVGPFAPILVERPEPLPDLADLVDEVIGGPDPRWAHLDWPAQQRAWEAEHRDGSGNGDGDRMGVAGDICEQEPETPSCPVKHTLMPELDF
Target sequence (Q8WTS1 whole entry, looked up): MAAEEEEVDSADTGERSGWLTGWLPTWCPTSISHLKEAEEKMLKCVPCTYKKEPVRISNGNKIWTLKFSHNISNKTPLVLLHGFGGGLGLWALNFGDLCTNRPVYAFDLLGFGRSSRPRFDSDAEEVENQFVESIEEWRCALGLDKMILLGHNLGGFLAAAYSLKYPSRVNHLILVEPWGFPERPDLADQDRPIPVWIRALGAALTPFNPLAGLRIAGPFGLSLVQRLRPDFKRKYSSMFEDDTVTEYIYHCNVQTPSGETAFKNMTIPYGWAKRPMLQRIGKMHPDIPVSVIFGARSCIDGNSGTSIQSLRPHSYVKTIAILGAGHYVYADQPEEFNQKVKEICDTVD
N-glyco inh – increase of ERlucT glycosylation luciferase signal, primary screen, N-linked glycosylation inhibitor project, D54 ERlucT cells, luminescence, set 2. 0.23% of 360,000 active. reporter increase, % at 12.5 µM. AID 588692, 2011. D54 ERlucT glycosylation luciferase reporter, 24 h; percent of 100 nM tunicamycin response;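 active means mean luciferase reporter signal, scaled so untreated is 0 and the glycosylation-blocking control 100, at or above a set limit in every replicate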;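 further: luciferase carries N-glycosylation sites so blocking glycosylation raises the light; 0% = median of neutral control wells and 100% = median of 100 nM tunicamycin wells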
Exocytosis inh – LAMP-1 surface exposure blockers, TALL-104 cells – cell-based, flow cytometry, MLPCN library, primary screen; TALL-104 LAMP-1 surface exposure; cells stimulated with thapsigargin and PMA; inhibition, % at 10 µM; 0.66% of 360,000 active; AID 651702, 2012;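 active means inhibition above about 55%, limit read from the data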
MC4R antag cAMP – MC4R antagonists of cAMP signaling, primary screen, cell-based, TR-FRET, antagonist arm of biased-ligand search; Melanocortin receptor 4 (Homo sapiens), P32245; MC4R-expressing cells, MTII-stimulated cAMP, LANCE TR-FRET; inhibition, % at 6.5 µM; 0.48% of 360,000 active; AID 540295, 2011;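 active means inhibition above its plate's cutoff, the mean of tested wells on that plate plus 3 SD, cut at about 29% in these data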;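 further: 0% = Melanotan II alone and 100% = Melanotan II plus saturating MCL0020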
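Assay system: U2OS cells stably expressing human melanocortin 4 receptor (MC4R) / Dosing: 6.5 µM / Timing: compound 30 min, challenge 1 h, detection 1 h / Measured by: Eu-cAMP/anti-cAMP TR-FRET, emission 671 nm / Replicates: singlicate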
NOD2 RIPK2 PPI – NOD2-RIPK2 binding disruptors in cells, primary screen, fluorescence, CHO cells, BLA complementation; CCF4 ratio; inhibition, % at 4.98 µM; 0.38% of 360,000 active; AID 624267, 2012; in the data active means inhibition above about 21%;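 further: 0% = vehicle only and 100% = reference blocker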
Vif inh – HIV Vif self-association inhibitors, primary screen, imaging, HEK293T, single point. AID 602346, 2012. inhibition, % at 7.49 µM. 0.35% of 340,000 active. HEK293T cells, Vif self-association by quenched fluorescence, 24 h; in the data active means inhibition above about 50%, passing the limit was not always enough; further: some results filed as inactive read as strong as hits
ABCB6 inh MLPCN – ABCB6 transporter inhibitors, primary screen, K562-ABCB6 cells, flow cytometry, MLPCN library; ATP-binding cassette sub-family B member 6 (Homo sapiens), Q9NP58; K562-ABCB6 porphyrin accumulation, 1 h; stronger effect = lower value; fluorescence ratio to DMSO, % at 10 µM; 0.19% of 360,000 active;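 active means fluorescence ratio to DMSO below 75%, the collection mean minus 3 SD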;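 further: signal is porphyrin accumulated inside mitochondria; 100% equals median channel fluorescence of DMSO control wells; lower ratio means ABCB6 inhibition with less porphyrin fluorescence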
aDG glyco act – activators of alpha-DG glycosylation, primary screen, uHTS, Pro5-aDG cells, AlphaScreen. alpha-DG glycosylation AlphaScreen (IIH6); 0% Pro5, 100% B10-LARGE cell signal. 0.22% of 360,000 active. activation, % at 10 µM;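 active means activation of at least 8% versus controls, or a plate z-score of at least 8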;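 further: Pro5 are CHO cells carrying HIG-tagged alpha-DG that lacks glycosylation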
TLR9-MyD88 inh – inhibitors of TLR9-MyD88 association in cells, primary screen, cell-based, CHO, BLA complementation, fluorescence. Toll-like receptor 9 (Homo sapiens) + Myeloid differentiation primary response protein …. CCF4 FRET ratio. inhibition, % at 4.98 µM. 0.21% of 340,000 active;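 active means inhibition above the mean over all tested compounds plus 3 SD, cut at about 21% in these data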;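 further: 0% = DMSO only wells and 100% = clavulanate BLA inhibitor control wells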
MC4R barr agon – MC4R agonists recruiting beta-arrestin, primary screen, cell-based, luminescence, agonist arm of biased-ligand search. Melanocortin receptor 4 (Homo sapiens), P32245. activation, % at 8.9 µM. 0.98% of 360,000 active. U2OS MC4R beta-arrestin complementation; percent of melanotan II response, DMSO zero;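 active means activation above a per-plate cutoff, the mean activation of sample wells on that plate plus 3 SD, cut at about 8% in these data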
* = called active by the depositor; / = not tested or not shown.

SMILES | ABHD5-PLIN5 inh | N-glyco inh | Exocytosis inh | MC4R antag cAMP | NOD2 RIPK2 PPI | Vif inh | ABCB6 inh MLPCN | aDG glyco act | TLR9-MyD88 inh | MC4R barr agon
CCCOc1ccc(C(CC(=O)O)NC(=O)C23CC4CC(CC(C4)C2)C3)cc1 (stereo unspecified) | -3 | 1 | 0 | -10 | 4 | / | 98 | 0.2 | -8 | -1.5
Cc1ccc(S(=O)(=O)Nc2c(O)ccc3ccccc23)cc1 | -13 | 3 | 82* | 0 | -1 | 2 | 127 | 1.0 | / | -1.2
Cc1ccc(F)cc1NC(=S)NCCc1ccccc1 | 0 | -4 | 0 | 3 | 4 | -6 | 100 | 0.9 | -1 | 1.4
COc1ccc(OC)c(NC(=O)CCNC(=O)c2ccco2)c1 | 2 | 1 | 1 | -10 | -18 | 4 | 102 | 0.0 | 12 | -1.7
O=C(OCc1cnc(Cl)s1)c1cccs1 | -3 | 1 | 2 | 13 | -5 | -7 | 93 | 0.2 | 4 | -2.6
Cc1nnn(-c2nonc2N)c1C(=O)N/N=C/c1cccc2ccccc12 | 0 | 1 | 3 | -8 | -3 | -1 | 100 | -0.6 | 3 | -1.4
O=C1c2ccsc2SCCN1Cc1ccccc1 | -3 | -2 | 1 | 1 | 2 | -4 | 102 | 0.1 | -2 | -1.6
CCn1nc(C)c(CN2CCC(n3nccc3NC(=O)Cc3ccccc3)CC2)c1C | -5 | -2 | -1 | 2 | -6 | 5 | 93 | -0.2 | 7 | -3.1
COc1ccc(OC)c(CN2CCCCCC2)c1 | -6 | 3 | 2 | 0 | -2 | 3 | 97 | 0.0 | -18 | -1.8
CC(C)(C)c1ccc(CCC2OCC(C[N+]3(C)CCOCC3)O2)cc1 (stereo unspecified) | -1 | 2 | -7 | 4 | -3 | -2 | 101 | -0.1 | / | 0.0
COC(=O)C1=NN(C(=O)c2ccccc2)C(O)(c2ccc([N+](=O)[O-])cc2)C1 (stereo unspecified) | -8 | 3 | -1 | 1 | 6 | 5 | 100 | 0.0 | -6 | -4.7
CCOc1ccc(NC(=O)CCS(=O)(=O)c2cccc3nsnc23)cc1 | -3 | 0 | 1 | -1 | 3 | -1 | 99 | 0.0 | -3 | -1.0
O=C(NCCNC(=O)c1ccccn1)c1ccccc1 | 2 | 1 | -1 | -4 | 1 | 9 | 99 | 0.1 | -4 | 0.5
O=C(COC(=O)/C=C/c1ccc(Cl)cc1Cl)NCc1ccco1 | 3 | 13 | -2 | -6 | 1 | 7 | 91 | -0.2 | -8 | -0.3
COc1ccccc1N(C)S(=O)(=O)c1ccc(C(=O)Nc2cc(F)ccc2C)cc1 | 2 | -1 | 22 | 9 | 7 | -3 | 94 | -0.1 | 4 | -1.3
O=C(CSc1ccccc1)Nc1ccc2c(c1)OCCO2 | 4 | -13 | -2 | 3 | 11 | -6 | 95 | -0.3 | 11 | -2.8
CCOC(=O)CCCCCN(Cc1ccccc1)S(=O)(=O)c1ccc([N+](=O)[O-])cc1 | -1 | 2 | 12 | 5 | -20 | -5 | 96 | 0.2 | -5 | 2.3
Cc1cc(N2CCCCC2)n2ncc(-c3ccccc3)c2n1 | -4 | -9 | 1 | -10 | -6 | 4 | 93 | 0.7 | 0 | 0.7
O=C(Nc1ccc(S(=O)(=O)NC2=NCCCCC2)cc1)c1cc(S(=O)(=O)N2CCOCC2)ccc1F | -1 | 1 | -4 | 12 | 9 | / | 97 | -0.1 | -18 | -2.2
Cc1cc(Br)cn2c(Cc3cccc(Cl)c3)c(-c3ccco3)nc12 | 28* | / | 56* | / | 11 | / | 99 | -0.1 | / | /
COc1cc(OC)cc(-c2c(-c3cccs3)c3cc(-c4ccc5[nH]ccc5c4)ccc3n2C)c1 | -14 | -4 | 2 | 8 | 2 | 2 | 96 | 0.6 | 8 | -1.0
CC(=O)c1c(C)[nH]c(C(=O)CSc2nnc3ccccn23)c1C | 2 | 0 | -2 | 7 | -1 | 0 | 93 | 0.1 | -1 | -0.9
COc1cc(NC(=O)CCc2nnc3ccc(N4CCC5(CC4)OCCO5)nn23)cc(OC)c1 | 0 | 1 | 4 | 7 | -5 | -3 | 99 | -0.1 | -5 | 0.7
O=C(NC(=S)Nc1ccccc1Cl)c1cnn2c(C(F)(F)F)cc(C(F)(F)F)nc12 | 2 | 2 | -3 | 7 | -10 | -9 | 98 | -0.1 | / | -0.5
COc1ccccc1COC(=O)CN1C(=O)NC2(CCCCC2C)C1=O (stereo unspecified) | -2 | 2 | -2 | -5 | -1 | -6 | 96 | 0.1 | -4 | -2.2
N#C/C(=C\c1cn(Cc2ccccc2F)c2ccccc12)C(=O)NCc1ccco1 | 1 | -2 | -5 | -5 | 5 | 2 | 96 | 0.0 | -8 | 4.3
O=C(CSc1nc2c(sc3ccccc32)c(=O)n1CCCN1CCOCC1)NC1CCCC1 | 3 | 0 | 1 | 8 | 13 | -1 | 97 | 0.4 | 0 | -1.6
COC(=O)C1=C(O)C2(C(=O)O)CC(C(=O)OC)=C(O)C(C(=O)O)(C1)C2 | -4 | 1 | -4 | 11 | 0 | -11 | 99 | 0.0 | 2 | -1.0
COc1ccc(C(=O)n2cnc3ccccc32)cc1Br | 5 | 0 | 4 | 7 | -6 | 11 | 93 | -0.1 | -4 | 0.2
CCn1ccc(C(=O)Nc2ccc(Cl)cn2)n1 | 3 | -2 | -1 | -3 | -16 | 2 | 99 | -0.2 | 4 | -1.0
C/C(CC(=O)Nc1cccc2c1CCCC2)=N\NC(=O)COc1ccccc1 | -5 | 1 | -6 | 1 | 1 | 0 | 100 | 0.0 | -14 | -1.9
COc1cccc(N(CC(=O)NCc2ccccc2)C(=O)CCC(=O)Nc2nccs2)c1 | 0 | -1 | 16 | 3 | -10 | -3 | 97 | 0.0 | 1 | -2.8
CN(C)CCNS(=O)(=O)c1ccc2c3c(cccc13)C(=O)N2 | 2 | 0 | -2 | -4 | 6 | -2 | 109 | -0.1 | 1 | -0.9
Cc1cc(CCN2CCC(=O)NC2=O)ccc1OC(C)C | 2 | 2 | 4 | 16 | 6 | 21 | 100 | 0.1 | -9 | -0.5
C=CCN1C(=Nc2ccccc2)SC/C1=C\C(=O)OC | 0 | 0 | -1 | -9 | -7 | 5 | 88 | 0.1 | 6 | 1.1
COc1ccc(S(=O)(=O)N2CCOCC2)cc1C(=O)Nc1cccc(C(=O)NC2CC2)c1 | -3 | 1 | -1 | 8 | 1 | / | 100 | -0.1 | 1 | 0.9
c1cncc(-c2cnc3ccccc3c2)c1 | 6 | 4 | 9 | 4 | 7 | 8 | 99 | -0.1 | -4 | 1.0
Cc1ccc2c(c1)-c1ccccc1S(=O)(=O)N2 | 0 | 1 | 3 | 0 | 3 | -2 | 98 | -0.2 | 4 | -2.7
CN1CCN(C(=O)C2=C[C@H](C3CCCCC3)C[C@H](OCc3ccc(CO)cc3)O2)CC1 | -6 | 2 | -5 | -6 | 3 | -5 | 96 | -0.3 | 7 | -0.9
O=C(CCc1ccc(S(=O)(=O)NC2CCCCC2)cc1)N(Cc1ccccc1)Cc1ccccc1 | -2 | -8 | 17 | 25 | -5 | / | 91 | 0.9 | -9 | 0.9
CC1=NN(c2ccccc2)C(=O)C1N=Nc1ccc(N)cc1 (stereo unspecified) | -29 | -2 | -3 | -1 | 4 | / | 126 | -0.2 | -19 | -1.9
CC1(C)CC(NC(=O)C(c2ccccc2)c2ccccc2)CC(C)(C)N1 | 2 | 3 | -17 | -2 | -2 | 4 | 102 | 0.2 | -11 | -1.1
CCOC(=O)C(NC(=O)c1ccccc1Cl)(Nc1sc2c(c1C(N)=O)CCC2)C(F)(F)F (stereo unspecified) | 24* | 5 | -7 | 9 | 2 | -3 | 104 | -0.1 | 9 | -2.1
CO/N=C/C(C#N)=C/c1cc(C(=O)c2ccc(F)cc2)cn1C | -2 | -2 | 1 | -4 | -3 | 12 | 103 | 0.2 | -11 | 1.0
Nc1nc2c(ncn2[C@@H]2O[C@H](CNS(=O)(=O)C3CC3)[C@@H](O)[C@H]2O)c(=O)[nH]1 | 2 | 0 | 5 | / | -15 | 1 | 101 | 0.2 | / | /
O=c1cc2c(nn1Cc1c(Cl)cccc1Cl)-c1ccccc1CC2 | -2 | -3 | 43 | -15 | -4 | 1 | 98 | 0.0 | -12 | -1.9
COc1cccc(Nc2nc(-c3ccccc3)nc3ccccc23)c1 | -9 | -4 | -3 | 14 | -11 | -7 | 89 | 0.1 | 10 | 1.9
COc1ccc(-c2nnc(SCC(=O)c3cccs3)o2)cc1 | -4 | -1 | 0 | 28 | -3 | 1 | 98 | 0.4 | -5 | -1.5
COc1c(Cl)cc(C(=O)Nc2ccccc2-c2ccccc2)cc1Cl | / | 1 | 0 | / | / | / | 99 | 0.2 | 0 | /
CN(C)c1ccc(N=Nc2nccs2)cc1 | 22 | -14 | -4 | -14 | -2 | / | 100 | -0.1 | -1 | -5.9
O=C(COC(=O)c1cccc([N+](=O)[O-])c1)NCc1cccs1 | 2 | 0 | -1 | -7 | -9 | -7 | 100 | 0.2 | 2 | -2.6
Cn1c(SCCC#N)nnc1-c1ccc(F)cc1 | 5 | 1 | -2 | -3 | 0 | 7 | 100 | 0.0 | -13 | -2.3
CCOc1ccc(CCN2C(=O)C(=O)N([C@@H](Cc3ccc(O)cc3)CN3CCC[C@H]3CN3C(=O)C(=O)NC[C@@H]3Cc3ccc(O)cc3)C[C@@H]2Cc2ccccc2)cc1 | 2 | / | 1 | / | 6 | / | 94 | 0.2 | / | /
C=CCn1c(C)cc(C(=O)COC(=O)/C=C/c2c(C)nn(C3CCS(=O)(=O)C3)c2Cl)c1C (stereo unspecified) | -1 | -1 | -5 | 2 | -10 | -3 | 90 | 0.0 | 8 | -3.1
O=C(ON=C1CCSCC1)c1ccccc1 | -3 | 1 | -5 | 0 | 2 | 1 | 103 | 0.0 | 6 | -2.0
CC1(C)CC(=O)C(C2c3ccccc3S(=O)(=O)c3ccccc32)C(=O)C1 | 3 | 2 | -4 | 0 | -2 | 15 | 95 | -0.3 | 22* | 2.9

Screening data deposited in PubChem BioAssay by several laboratories.

The list is partial; the hit share may differ from the screen's.
